CIT2-GFP yeast = modulators of TOR pathway CIT2-GFP in S. cerevisiae; S. cerevisiae CIT2-GFP strain, flow cytometry, 3 h; 100 means same as DMSO wells; GFP response vs DMSO, % at 10 µM; actives 0.065% (n = 320,000);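 active = GFP response relative to DMSO above a set limit, near the screen mean plus 3 SD, cut at about 150% in these data; inconclusive = Fewer than 70 cells measured for a yeast strain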;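 note: ratio of well median GFP fluorescence to mean of DMSO wells on the plate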
AGP1 TOR yeast = alters AGP1-GFP fluorescence in TOR pathway yeast screen | S. cerevisiae AGP1-GFP multiplex flow cytometry, 3 h; GFP as percent of DMSO wells | GFP response vs DMSO, % at 10 µM | actives 0.02% (n = 320,000) | AID 2066;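 active = GFP response relative to DMSO above a set limit, near screen average plus 3 SD, cut at about 150% in these data; inconclusive = fewer than 70 cells counted for the yeast strain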;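 note: median GFP channel fluorescence of the gated AGP1 strain per well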
Fam108B counter = blocks mouse Fam108B hydrolase in RBBP9 counter-screen | recombinant Fam108B, FP-Rh probe fluorescence polarization | inhibition, % at 9.51 µM | actives 0.33% (n = 300,000);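 active = inhibition above the screen mean inhibition plus 3 SD, computed separately per campaign, cut at about 18% in these data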;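 note: inhibitors lower polarization as less probe binds the enzyme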
GRK2 inh = inhibitors of human GRK2 displacing RNA aptamer; P25098; bead flow cytometry, FAM-aptamer displacement from GRK2; inhibition of aptamer binding, % at 10 µM; actives 0.59% (n = 330,000);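 active = inhibition of aptamer binding above 40%, roughly 3 SD of noise, on plates passing a quality check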;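 note: median bead fluorescence of bound FAM aptamer so fluorescent compounds give negative values; no value below 0 was filed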
MCL1-BIM inh = MCL1-BIM-BH3 interaction inhibition (human); GST-MCL1 / FITC-Bim-BH3 fluorescence polarization; inhibition, % at 10.9 µM; actives 0.68% (n = 320,000); AID 2057;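 active = inhibition above the mean inhibition of all tested compounds plus 3 SD, set per campaign, cut at about 40% in these data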;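 note: 0% = DMSO wells and 100% = unlabeled Bim-BH3 peptide control; higher means more loss of mP so more displacement of Bim peptide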
Target sequence (Q07820 whole entry, looked up): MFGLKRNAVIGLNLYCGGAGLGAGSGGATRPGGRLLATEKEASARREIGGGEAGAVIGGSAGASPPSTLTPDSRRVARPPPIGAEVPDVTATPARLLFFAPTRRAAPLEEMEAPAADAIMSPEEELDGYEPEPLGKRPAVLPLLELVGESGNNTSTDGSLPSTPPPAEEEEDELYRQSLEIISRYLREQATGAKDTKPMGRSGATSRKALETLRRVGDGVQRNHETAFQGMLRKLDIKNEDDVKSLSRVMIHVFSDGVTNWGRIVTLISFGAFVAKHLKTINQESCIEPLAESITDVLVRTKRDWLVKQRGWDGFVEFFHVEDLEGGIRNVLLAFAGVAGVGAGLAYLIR
VLA-4 inh = inhibition in a human VLA-4 binding assay; P13612; VLA-4 expressing cells, ligand binding flow cytometry; inhibition, % (about 7 µM as worked out from the volumes in the protocol); actives 0.2% (n = 330,000); AID 2557; in the data active = inhibition above about 50%
GLD-1 RNA inh = GLD-1-TGE RNA interaction inhibition (C. elegans); Q17339; purified GLD-1 + fluorescein TGE RNA, fluorescence polarization; inhibition, % at 5.96 µM; actives 0.44% (n = 320,000); AID 2280;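 active = percent inhibition above a per-plate cutoff, the plate mean of test compounds plus 3 SD, cut at about 30% in these data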;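 note: 0% = DMSO wells with GLD-1 and probe and 100% = wells lacking GLD-1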
MEX-5 binding = C. elegans MEX-5 TCR-2 RNA binding activity | MEX-5/FITC-TCR2 RNA binding, fluorescence polarization; active compounds read low | activity score (negative = inhibition of binding), % at 10 µM | actives 0.38% (n = 300,000) | AID 1832;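 active = inhibition past about -25% in most replicates, and total fluorescence under double the plate's negative control median, limit read from the data; inconclusive = replicates evenly split on the limit, or fluorescence at least double controls; inactive = too little inhibition in most replicates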;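 note: 0% = DMSO and -100% = 5 µM competing unlabeled TCR2 RNA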
Target sequence (Q9XUB2 whole entry, looked up): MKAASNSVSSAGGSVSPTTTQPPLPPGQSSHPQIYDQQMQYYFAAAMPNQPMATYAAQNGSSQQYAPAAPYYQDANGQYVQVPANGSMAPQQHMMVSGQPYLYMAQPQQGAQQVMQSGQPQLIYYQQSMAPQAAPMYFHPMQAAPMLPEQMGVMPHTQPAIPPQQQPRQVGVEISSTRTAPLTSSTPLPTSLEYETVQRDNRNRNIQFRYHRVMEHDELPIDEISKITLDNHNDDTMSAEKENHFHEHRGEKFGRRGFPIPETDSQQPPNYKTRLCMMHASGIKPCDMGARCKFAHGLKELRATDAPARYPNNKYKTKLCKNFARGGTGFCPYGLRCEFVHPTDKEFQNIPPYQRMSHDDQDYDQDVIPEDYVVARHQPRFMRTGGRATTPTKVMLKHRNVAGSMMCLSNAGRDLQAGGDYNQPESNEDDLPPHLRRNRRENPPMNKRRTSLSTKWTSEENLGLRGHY
Bcl-xL primary = inhibitors of human Bcl-xL; Q07817; GST-Bcl-xL / FITC-Bim BH3 peptide fluorescence polarization; inhibition, % at 10.9 µM; actives 0.7% (n = 320,000); AID 2129;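 active = inhibition above the mean of all tested compounds plus 3 SD, cutoff set per campaign, cut at about 30% in these data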;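 note: 0% = DMSO wells and 100% = unlabeled Bim-BH3 peptide competitor; inhibitors lower millipolarization by displacing the labeled peptide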
Target sequence (Q07817 whole entry, looked up): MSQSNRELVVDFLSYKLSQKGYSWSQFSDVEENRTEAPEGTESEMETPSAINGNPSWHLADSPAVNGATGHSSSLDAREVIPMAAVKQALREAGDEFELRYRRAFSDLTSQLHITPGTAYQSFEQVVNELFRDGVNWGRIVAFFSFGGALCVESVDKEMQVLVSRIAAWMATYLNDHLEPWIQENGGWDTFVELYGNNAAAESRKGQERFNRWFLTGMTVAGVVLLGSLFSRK
The depositor's hits bear a star; u = inconclusive; x = no result given.

SMILES	CIT2-GFP yeast	AGP1 TOR yeast	Fam108B counter	GRK2 inh	MCL1-BIM inh	VLA-4 inh	GLD-1 RNA inh	MEX-5 binding	Bcl-xL primary
CC(C)CN(CCCNC(=O)CN1C(=O)COc2ccc(S(=O)(=O)N3CCCCCC3)cc21)CC(C)C	103	101	4	0	-5	-2	0	1.7	4
CN(C)/C=C(\C=O)c1cccc(Cl)c1	99	96	-2	4	6	-8	-5	0.6	9
O=C(NCc1ccc(Cl)cc1)C1CCN(S(=O)(=O)N2CCOCC2)CC1	106	105	0	1	-6	4	5	1.0	-2
CC(C)(C(=O)N[C@H](CO)c1ccccc1)C(=O)N[C@H](CO)c1ccccc1	88	96	1	2	9	-6	-7	1.6	2
Clc1cccc(-c2nnc3n2CCCCC3)c1	97	97	8	0	6	0	-1	0.9	5
CCCCN1C(=S)SC(C)(C)C1/[N+]([O-])=C/c1cccnc1 (centres undefined)	108	106	3	1	3	-29	1	-0.2	5
CCCOC(=O)C1=C(C)N(C)C(=O)NC1c1cc2c(cc1Br)OCO2 (centres undefined)	107	100	1	2	22	4	-4	1.4	-1
Cc1ccc(CNC(=O)CSc2nc3ccccc3c(=O)n2CC2CCCO2)cc1 (centres undefined)	92	98	x	0	x	-2	1	x	x
CCCn1c(=O)c(C(=O)Nc2cccc(C)c2)c(O)c2ccccc21	104	104	x	0	x	0	x	1.0	x
CCOC(=O)CSc1nnc(CCc2nc3ccccc3[nH]2)n1C	102	94	-9	1	3	-5	1	0.2	4
Cc1n[nH]c(=O)n1-c1ccc(Oc2ccccc2)cc1	99	97	0	2	6	-1	2	0.6	5
COc1cc(NC(=O)COC(=O)c2cnccn2)c(C)cc1[N+](=O)[O-]	88	101	1	3	-5	18	-2	-1.2	1
CNC(=O)c1nnc(Cc2ccc(Cl)cc2)o1	99	101	0	0	-2	-29	2	-3.7	3
CCC(c1nnnn1Cc1ccco1)N(Cc1ccccc1OC)Cc1cc2cc(C)ccc2[nH]c1=O (centres undefined)	91	93	-8	2	-4	-4	-4	1.0	4
COc1ccccc1OCCCOc1c(Cl)cc(C)cc1Cl	97	99	0	2	-3	3	2	1.3	2
CN(C)c1ccc(C(=O)N2CC(=O)N(CCc3ccccc3)C(=O)C2)cc1	105	101	0	6	9	-1	5	-1.6	3
CC1(C)CC2CC(C)(CN2/C=N/c2sc3c(c2C#N)CC(C)(C)NC3(C)C)C1 (centres undefined)	94	108	-2	0	-1	1	-4	-0.6	0
CC(OC(=O)c1cc2sccc2n1C)C(=O)NCC1CCCO1 (centres undefined)	97	108	-4	0	6	0	-4	0.7	4
CCOC(=O)c1c(CN2CCOCC2)n(-c2ccccc2)c2ccc(O)cc12	u	u	3	5	7	3	-1	1.5	2
O=C(NNC1=Nc2ccccc2SC1)c1ccc(F)cc1	96	102	2	0	10	0	2	0.5	1
CC1(C)C2([N+](=O)[O-])CN3CC1([N+](=O)[O-])CN(C2)C3C(O)C(O)C(O)CO (centres undefined)	112	106	-4	5	1	-2	7	0.9	2
O=S(=O)(NCCc1csc(-c2ccccc2)n1)c1ccc2c(c1)OCCO2	75	88	1	0	1	8	-3	-0.9	-4
CCOCCCNC(=O)c1ccc2c(c1)OCO2	92	108	0	1	7	-186	6	-1.7	9
Nc1nc(SCC(=O)Nc2ccc(Cl)cc2)[nH]c(=O)c1-c1ccccc1	94	97	-1	5	-4	-46	-10	2.7	-2
COc1cccc(C(O)c2nc3ccccc3n2C(C)C)c1 (centres undefined)	100	97	0	2	0	10	8	0.4	1
O=c1ccc(/C=C/c2ccccc2)nn1Cc1ccc(Cl)cc1Cl	91	91	1	1	5	0	-6	-1.0	7
O=[N+]([O-])c1ccccc1S(=O)(=O)c1ccccc1	83	69	1	0	4	5	1	1.3	4
CCOC(=O)c1sc2nc(NC(=O)C3CC3)sc2c1C	120	105	-2	2	4	-25	-5	1.1	1
CN(C)S(=O)(=O)c1cccc(NC(=O)Cn2cnc3ccccc3c2=O)c1	98	101	-1	1	1	1	-1	-0.1	-1
COc1ccc(C2(O)CN(c3ccc(C)cc3)C3=[N+]2CCCC3)cc1 (centres undefined)	126	113	1	0	-1	3	8	2.9	1
Cc1nnc(Sc2nc3c(c(=O)n(C)c(=O)n3C)n2Cc2ccc(Cl)cc2)s1	99	102	-1	2	6	14	6	1.2	1
CC(=O)N1N=C(c2ccccc2)OC1c1cccnc1 (centres undefined)	93	97	-4	3	6	-2	-4	-2.3	4
COc1ccc(C(CNC(=O)c2ccc(C)c(S(=O)(=O)Nc3ccccc3OC)c2)N2CCCC2)cc1 (centres undefined)	102	99	6	0	9	-5	-2	-1.2	4
Cc1cn(-c2cccnc2)c(C)c1CNC[C@H]1O[C@@H](n2cnc3c(N)ncnc32)[C@H](O)[C@@H]1O	88	92	x	8	x	-30	6	x	x
COc1cccc(CNC(=O)CCC2CCCN(C(=O)CCc3c(C)noc3C)C2)c1 (centres undefined)	114	95	3	1	-5	-3	0	2.6	2
Cc1cccc(N2C(=O)C(Cc3ccccc3)NC2=S)c1 (centres undefined)	101	106	4	2	-3	1	6	-1.4	-1
Cn1cnnc1SC(C(=O)Nc1cc(Cl)cc(Cl)c1)c1ccccc1 (centres undefined)	97	104	1	0	3	-8	16	0.7	5
CC(C)c1nc(SCC(=O)c2ccccc2)c2c(=O)n(C)c(=O)n(C)c2n1	101	107	-1	0	-1	-15	1	0.9	1
CCCc1cc(=O)[nH]c(Nc2cc(OC)ccc2OC)n1	81	86	16	0	7	7	-6	1.4	8
COCc1c(C(=O)N/N=C(/C)c2ccccc2)nnn1-c1nonc1N	99	96	0	0	4	19	5	2.9	4
CCNS(=O)(=O)c1ccc(OCCNS(C)(=O)=O)cc1	96	105	2	2	9	7	4	-0.3	7
O=C(CCSCCc1ccccn1)Nc1ccc(Br)cn1	106	111	-1	2	6	0	4	-5.5	3
O=S(=O)(c1ccccc1)c1nc(Nc2cccc(O)c2)sc1Cl	99	91	5	0	-2	14	5	2.7	-2
O=C(CCC(=O)OCC(=O)c1ccc(F)cc1)NC1CCCCC1	106	116	-1	1	-1	4	-5	1.1	-3
NC(=O)c1ccc(NC(=O)COC(=O)CCCc2c[nH]c3ccccc23)cc1	87	90	2	3	-5	16	3	-0.5	-2
COc1cc(/C=N/NC(=O)c2cccc(NC(=O)c3ccccc3Cl)c2)ccc1O	114	101	10	7	-5	40	1	-2.6	1
CCOC(=O)C(=O)Nc1ccccc1C(=O)NCc1ccccc1	102	105	3	0	2	1	2	-1.9	1
CN(C(=O)CSc1nc(N)nn1-c1ccccc1)c1ccccc1	106	106	3	0	-5	12	2	-0.6	-3

Laid out differently: 5 of the compounds above.
mol | CIT2-GFP yeast | AGP1 TOR yeast | Fam108B counter | GRK2 inh | MCL1-BIM inh | VLA-4 inh | GLD-1 RNA inh | MEX-5 binding | Bcl-xL primary
O=C(CCC(=O)OCC(=O)c1ccc(F)cc1)NC1CCCCC1 | 106 | 116 | -1 | 1 | -1 | 4 | -5 | 1.1 | -3
NC(=O)c1ccc(NC(=O)COC(=O)CCCc2c[nH]c3ccccc23)cc1 | 87 | 90 | 2 | 3 | -5 | 16 | 3 | -0.5 | -2
COc1cc(/C=N/NC(=O)c2cccc(NC(=O)c3ccccc3Cl)c2)ccc1O | 114 | 101 | 10 | 7 | -5 | 40 | 1 | -2.6 | 1
CCOC(=O)C(=O)Nc1ccccc1C(=O)NCc1ccccc1 | 102 | 105 | 3 | 0 | 2 | 1 | 2 | -1.9 | 1
CN(C(=O)CSc1nc(N)nn1-c1ccccc1)c1ccccc1 | 106 | 106 | 3 | 0 | -5 | 12 | 2 | -0.6 | -3

(continued)
SMILES	CIT2-GFP yeast	AGP1 TOR yeast	Fam108B counter	GRK2 inh	MCL1-BIM inh	VLA-4 inh	GLD-1 RNA inh	MEX-5 binding	Bcl-xL primary
COc1cccc(NC(=O)CSc2nnc(Cn3c(=O)sc4ccccc43)n2C)c1	106	105	0	0	0	-9	1	x	-1
COc1ccc(OC)c(NC(=O)c2ccc(NC(C)=O)cc2)c1	97	94	4	0	6	9	-1	-3.0	4
Cc1cc(C)c2sc(NNC(=O)C3COc4ccccc4O3)nc2c1 (centres undefined)	104	108	1	6	8	21	3	x	8
CC(C)CNC(=S)N1CCN(c2nc(-c3ccc(Cl)cc3)cs2)CC1	101	101	-1	0	15	16	8	-1.7	2
CCOC(=O)c1ccc(NC(=O)CSc2nc(N)c(NC(=O)c3ccc(Br)o3)c(=O)[nH]2)cc1	102	103	-1	5	2	-3	5	0.0	12
Cc1ccc(S(=O)(=O)N(C)C)cc1NC(=O)COC(=O)CNC(=O)c1cccs1	89	94	-4	3	-8	4	6	-4.8	8
CCOC(=O)[C@@H]1[C@H]2COc3cc(OC)ccc3[C@H]2N2C(=O)N(c3ccccc3)C(=O)[C@]12C	95	97	x	0	x	21	0	x	x
O=c1c2ccc(Cl)cc2nc(-c2cccc(C(F)(F)F)c2)n1O	81	102	3	0	9	5	3	0.2	3
CC(=O)C[C@H]1c2cc(C(F)(F)F)ccc2S(=O)(=O)N1C1CCCCC1	85	88	1	0	8	-20	2	-0.8	8
Cn1c(=O)cc(OCC(=O)NCc2cccnc2)c2ccccc21	92	109	3	0	0	7	7	-0.7	7
CCOc1ccc(-c2noc(CCCC(N)=O)n2)cc1OC	99	109	4	3	3	1	6	1.2	2
CCCNC(=O)c1ccc2c(=O)n(Cc3ccco3)c(=S)[nH]c2c1	96	90	1	2	-2	7	0	-1.5	1
O=C(CSc1nnc(-c2ccccc2)o1)Oc1ccc(Br)cc1	101	110	-1	3	0	7	6	0.4	-1
O=S(=O)(/N=C(\c1ccc(Cl)cc1)N1CCOCC1)c1ccccc1	100	99	0	2	0	5	3	0.6	3
CC(C)(C)[C@H]1CCC(=O)N([C@H](CN=[N+]=[N-])Cc2ccccc2)CC1	93	84	-1	0	7	-30	0	1.8	2
O=C(C1CCC(=O)N(C2CCCC2)C1)N1CCN(Cc2cccc(Cl)c2)CC1 (centres undefined)	91	98	-2	0	0	-12	-1	0.9	2
COC(=O)c1ccsc1NC(=O)CSc1nnnn1Cc1ccccc1	98	101	1	0	4	4	9	0.3	-4
Cc1ccc2c(c1)c(-c1ccccc1)nc1nncn12	101	95	-2	0	2	7	4	-1.6	-4
COc1ccc(-c2nn3c(-c4ccccc4)nnc3s2)cc1OC	94	84	-1	0	5	15	2	-1.6	2
CC(=O)Nc1ccc(N2C(=O)CSC2c2ccc(F)cc2)cc1 (centres undefined)	107	106	6	0	10	-2	-4	-0.9	3
N#Cc1ccccc1NC(=O)c1cccc(COc2ccc(Cl)cc2Cl)c1	102	100	-2	3	-5	12	-4	2.7	-1
COc1cccc(NC(=O)CN(C)C(C)C(=O)Nc2ccc(S(=O)(=O)N3CCCC3)cc2)c1 (centres undefined)	99	101	0	0	-2	11	-1	-2.2	5
COc1cc(C#N)ccc1OCC(=O)NCCC1=CCCCC1	94	97	x	4	-1	9	1	x	2
CCn1c(-c2ccsc2)nc2c1c(=O)[nH]c(=O)n2Cc1ccccc1	107	100	-4	4	2	3	1	-2.1	-1
O=c1cc(O)c(-c2ccc(Cl)c(Cl)c2)c(Cl)[nH]1	103	104	-4	1	24	-2	-2	1.0	9
Cc1cccc(OCC(=O)Nc2ccc(N3CCCC3)cc2)c1C	94	94	7	0	14	-6	-2	3.4	4
CC(c1ccon1)N(C)C(=O)CCc1nnc(C2(c3ccc(Cl)cc3)CCC2)o1 (centres undefined)	93	97	4	0	3	3	0	-2.9	4

From PubChem BioAssay
